From PubChem
HIV peptide binding: inhibitors of HIV fusion peptide binding, primary screen, biochemical, uHTS, fluorescence dequenching (AID 1986). cell-free peptide binding, fluorescence dequenching, 30 min; higher % means a stronger effect. 290,000 compounds, 0.3% hits. one-dose inhibition, % at 20 µM; IC50 in µM for titrated hits; in the data active means inhibition mostly above about 52%, no sharp cut-off; inactive means mostly below about 76%; further: some results filed as inactive read as strong as hits
GPR55 activation: GPR55 agonists via beta-arrestin recruitment, primary screen, imaging, U2OS cells, beta-arrestin-GFP redistribution (AID 1961). U2OS GPR55 beta-arrestin-GFP redistribution imaging; higher % means a stronger effect. one-dose activation, % at 10 µM; EC50 in µM for titrated hits. 290,000 compounds, 0.048% hits;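 active means activation above 40% with more than 50 cells counted in the well; inconclusive means wells holding fewer than 50 cells, flagged as toxic or sparse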;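 further: U2OS osteosarcoma cells stably expressing GPR55 and beta-arrestin-GFP; plate controls were DMSO negative control for no effect and LPI positive control for full effect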
GPR55 LPI antagonism: GPR55 antagonists blocking LPI-driven arrestin recruitment, primary screen, imaging, U2OS, beta-arrestin-GFP, LPI agonist (AID 2013); U2OS GPR55 beta-arrestin-GFP translocation imaging, LPI antagonism; higher % means a stronger effect; one-dose inhibition, % at 10 µM; IC50 in µM for titrated hits; 290,000 compounds, 0.13% hits;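 active means spots per cell inhibited over 60%, with over 100 cells counted and total cytoplasm intensity under 500,000; inconclusive means wells with under 100 cells, flagged as likely toxic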;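 further: U2OS cells stably carrying GPR55 and arrestin-GFP stimulated by 5 µM LPI near EC80; imaged beta-arrestin-GFP aggregate spots per cell after agonist stimulation; plate controls were LPI-stimulated DMSO wells for no effect and DMSO wells without LPI for full effect; some results filed as inactive read as strong as hits; confirmed hits need IC50 under 10 µM and bright autofluorescent wells are also inconclusive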
AID2073: inhibitors of Mint1-CaV2.2 protein interaction, biochemical, HTRF (AID 2073); 290,000 compounds, 0.19% hits; Voltage-dependent N-type calcium channel subunit alpha-1B (Homo sapiens); HTRF protein-protein interaction, Mint1-CaV2.2; higher % means a stronger effect; inhibition, % at 20 µM, or IC50 in µM where a hit was titrated; in the data active means inhibition mostly above about 51%, no sharp cut-off; inconclusive means no clear call, values can overlap the other calls; inactive means mostly below about 53%; further: some results filed as inactive read as strong as hits
GPR35 antagonists: GPR35 antagonists blocking zaprinast-driven arrestin recruitment, primary screen, imaging, U2OS, beta-arrestin-GFP, zaprinast agonist (AID 2058) | U2OS GPR35 beta-arrestin-GFP translocation imaging, zaprinast antagonism; higher % means a stronger effect | inhibition, % at 10 µM; hits with a dose series show IC50 in µM | 290,000 compounds, 0.052% hits;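 active means inhibition of at least 50% with at least 30 cells and total cytoplasm GFP at most 10,000,000; inconclusive means under 30 cells or total GFP of 10,000,000 plus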
KOR beta-arrestin-1: KOR agonists, beta-arrestin recruitment, primary screen, cell-based, luminescence, uHTS (AID 1777) | KOR beta-arrestin recruitment, luminescence; higher % means a stronger effect | one-dose activation, % at 10 µM; EC50 in µM for titrated hits | 280,000 compounds, 0.02% hits; in the data active means activation above about 50%, passing the limit was not always enough; further: a part of the inactive calls stands beside numbers as strong as those of hits
KOR beta-arrestin-2: KOR antagonists, beta-arrestin recruitment, cell-based, luminescence, uHTS (AID 1778); KOR beta-arrestin recruitment, luminescence, antagonist mode; higher % means a stronger effect; 290,000 compounds, 0.091% hits; Kappa-type opioid receptor (Homo sapiens); inhibition, % at 10 µM, or IC50 in µM where a hit was titrated; in the data active means inhibition above about 50%; further: strong numbers were not always called active
NOD1 NF-kB reporter: NOD1 signaling inhibitors, primary screen, cell-based, luminescence, uHTS (AID 1578) | NOD1-driven NF-kB luciferase reporter cells, luminescence; higher % means a stronger effect | one-dose inhibition, % at 4 µM; EC50 in µM for titrated hits | 290,000 compounds, 1% hits; in the data active means inhibition mostly above about 36%, no sharp cut-off; inactive means mostly below about 34%;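 further: HEK-293T reporter cells stimulated with the NOD1 agonist gamma-tri-DAP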
SIAH1 antagonists: Siah-1 peptide-binding antagonists, primary screen, biochemical, fluorescence polarization, rhodamine-plectin, uHTS (AID 1817) | Siah-1 / rhodamine-plectin peptide fluorescence polarization; higher % means a stronger effect | displacement, % at 20 µM; hits with a dose series show IC50 in µM | 290,000 compounds, 0.02% hits | E3 ubiquitin-protein ligase SIAH1 (Homo sapiens);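 active means displacement of at least 50% at 20 µM, with a fluorescence ratio check between 0.3 and a set limit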;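 further: plate controls were Siah plus tracer with DMSO for no effect and tracer alone without Siah for full effect; strong numbers were not always called active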
Starred values were filed as active, the others as inactive; ? = inconclusive; . = no result given; [ ] = another dose, or the depositor's remark.

SMILES	HIV peptide binding	GPR55 activation	GPR55 LPI antagonism	AID2073	GPR35 antagonists	KOR beta-arrestin-1	KOR beta-arrestin-2	NOD1 NF-kB reporter	SIAH1 antagonists
Cc1ccc(C)c(C(C)NC(=O)C2C3CCC(O3)C2C(=O)O)c1 (configuration not stated)	-1.8%	0.0%	5%	15%	15%	-3.6%	25%	-2%	1%
Cc1ccc(CSc2ncnc3c2cnn3Cc2ccccc2)cc1C	0.9%	0.0%	13%	-2%	10%	0.8%	14%	14%	0%
COc1cc(OC)cc(C(=O)NNC(=O)c2ccccc2Br)c1	-1.3%	0.2%	1%	-1%	-7%	-5.5%	-18%	-17%	-4%
Cc1csc(NS(=O)(=O)c2cccc([N+](=O)[O-])c2)n1	-0.3%	0.0%	-9%	-3%	20%	.	-10%[20 µM]	-25%	1%
CCn1c(SCC(=O)Nc2cccc(NC(C)=O)c2)nnc1C(C)C	-0.9%	-0.4%	-5%	0%	8%	0.0%	4%	-23%	-3%
CCC(=O)Nc1sccc1C(=O)OC	-2.3%	-0.1%	-12%	-7%	-4%	0.3%	4%	-16%	-2%
CCc1noc(C)c1C(=O)N1CCCC(C(=O)c2cc(F)ccc2F)C1 (configuration not stated)	0.0%	-0.2%	.	13%	5%	.	5%[20 µM]	-30%	2%
c1ccc(COc2cccc(CN3CCN(c4ccccn4)CC3)c2)cc1	-0.3%	-0.2%	6%	-4%	9%	1.4%	-37%	-25%	-3%
CCOCCSc1nnc2nc(C)cc(C)n12	-1.4%	-0.1%	-2%	?	-2%	0.1%	38%	-26%	-2%
Cc1onc(-c2c(F)cccc2Cl)c1C(=O)NCC1COc2ccccc2O1 (configuration not stated)	4.5%	-0.2%	8%	0%	6%	-1.2%	11%	2%	3%
CSc1nnc(Cc2sc(-c3ccccc3)nc2-c2ccccc2)o1	4.2%	-0.1%	7%	-8%	7%	2.2%	8%	10%	-3%
CCOc1ccc(CCNC(=O)COC(=O)/C=C/c2ccc(OC)c(OC)c2)cc1OCC	1.1%	-0.1%	-3%	1%	-3%	4.6%	-6%	-10%	0%
CC(C)(C)NC(=O)NC(=O)CSc1ncccn1	-0.9%	1.3%	13%	8%	3%	-7.8%	20%	-22%	2%
CCN1C(=O)CCC(C(=O)O)C1c1ccc(OC)cc1 (configuration not stated)	-0.4%	0.2%	-4%	1%	3%	-5.1%	7%	-2%	-6%
COc1cccc(NC(=O)c2ccc(C(=O)c3ccccc3)o2)c1	0.0%	0.1%	13%	1%	-2%	-2.6%	-16%	-14%	6%
CCOc1cc(/C=N/NC(=O)c2nn(C)cc2Br)ccc1OCc1ccccc1Cl	1.7%	0.1%	1%	12%	-8%	0.7%	-33%	21%	9%
COCCOC1CCN(C(=O)c2ccc(OC)c(OC3CCN(C(C)C)CC3)c2)CC1	2.0%	-0.1%	-1%	-6%	8%	1.8%	-28%	-70%	9%
Cc1ccccc1CC1(CO)CCCN(Cc2nc(-c3cccs3)oc2C)C1 (configuration not stated)	1.1%	-0.1%	14%	-1%	-1%	.	27%[20 µM]	-39%	-3%
Cc1cc(Cl)c(OCCCCN2CCOCC2)c(Br)c1	-0.7%	-0.4%	9%	-5%	-8%	1.3%	.	-14%	-2%
Cc1ccccc1CN1CCN(C(=O)c2cccc3ccccc23)CC1	0.3%	-0.2%	6%	0%	-3%	4.5%	-46%[20 µM]	21%	12%

Part of the list above, with values under each structure:
Fields – HIV peptide binding, GPR55 activation, GPR55 LPI antagonism, AID2073, GPR35 antagonists, KOR beta-arrestin-1, KOR beta-arrestin-2, NOD1 NF-kB reporter, SIAH1 antagonists
- COc1cccc(NC(=O)c2ccc(C(=O)c3ccccc3)o2)c1
 : 0.0%, 0.1%, 13%, 1%, -2%, -2.6%, -16%, -14%, 6%
- CCOc1cc(/C=N/NC(=O)c2nn(C)cc2Br)ccc1OCc1ccccc1Cl
 : 1.7%, 0.1%, 1%, 12%, -8%, 0.7%, -33%, 21%, 9%

Continuation.
SMILES	HIV peptide binding	GPR55 activation	GPR55 LPI antagonism	AID2073	GPR35 antagonists	KOR beta-arrestin-1	KOR beta-arrestin-2	NOD1 NF-kB reporter	SIAH1 antagonists
CC(=O)Oc1ccc2occ(C(=O)c3cccs3)c2c1	-1.3%	0.3%	-6%	4%	-15%	-7.4%	29%	-41%	6%
COc1cccc(C2=NOC(C(=O)Nc3cc(C)on3)C2)c1 (configuration not stated)	-0.8%	-0.3%	5%	10%	7%	-4.1%	-25%	18%	-8%
Cc1nc(N[C@@H](Cc2c[nH]c3ccccc23)C(=O)O)c2oc3ccccc3c2n1	10%	0.1%	8%	22%	7%	-2.9%	-10%	-9%	2%
CCCCNC(=O)CSc1nc2ccc(N3CCOCC3)cc2c(=O)n1Cc1ccc(OC)cc1	4.2%	-0.2%	5%	39%	-12%	-3.8%	-7%	-38%	24%
COCCSc1ccccc1C(=O)Nc1ccc(Br)cc1	2.4%	-0.2%	-5%	18%	-10%	-5.1%	29%	-38%	1%
Cc1oc2cc(OC(=O)c3ccco3)ccc2c(=O)c1-c1nc2ccccc2n1C	1.3%	-0.1%	-5%	11%	5%	0.4%	24%	-28%	1%
CCS(=O)(=O)N1CCN=C1SCc1ccc(F)cc1	0.5%	-0.2%	14%	12%	0%	-2.1%	6%	2%	6%
O=C(OCc1ccc([N+](=O)[O-])cc1)C1CC(=O)N(Cc2ccccc2Cl)C1 (configuration not stated)	-0.3%	-0.1%	10%	-6%	8%	-2.2%	11%	-35%	-4%
Cc1sc2ncnc(SCC(=O)N3CCCC3=O)c2c1C	0.5%	-0.3%	-2%	6%	17%	7.5%	4%	-6%	-2%
CCc1ccc(NC(=O)CCc2ccc(CC)o2)cc1	-0.2%	-0.1%	-27%	-6%	-8%	-3.0%	-29%[20 µM]	-40%	4%
N=c1cc(C2(O)CCCCC2)n2c(nc3ccccc32)s1	0.7%	0.0%	1%	6%	-3%	-0.4%	24%	14%	-3%
C=C1CCN([C@H](C(=O)NCc2ccc(OC)cc2)C(C)C)S(=O)(=O)c2ccccc21	1.2%	0.0%	4%	1%	-7%	9.2%	32%	9%	-6%
Cc1nn(-c2ccc(F)cc2)c(Cl)c1/C=N/NC(=O)c1cccc(S(=O)(=O)N2CCCC2)c1	-1.5%	0.6%	5%	3%	-18%	1.4%	-33%	10%	32%
CC(C)(C)NC(=S)NCCc1ccccc1	0.0%	1.1%	-7%	-21%	-6%	0.3%	-42%	-31%	2%
Nc1nc(C2CCOCC2)cs1	-1.8%	-0.3%	6%	-16%	6%	11%	18%	-1%	-6%
CC1CCC2C(=O)N(c3ccc(NC4CCCCC4)c([N+](=O)[O-])c3)C(=O)C2C1 (configuration not stated)	-1.4%	0.3%	-7%	-7%	-16%	-0.7%	-37%	-4%	2%
O=C1[C@@H]2[C@H](Cc3ccc(O)cc3)N[C@]3(C(=O)Nc4ccccc43)[C@@H]2C(=O)N1c1ccc(F)cc1	-1.0%	0.0%	5%	-3%	8%	-0.1%	8%	-16%	-1%
c1ccc(Cn2nnnc2C(c2ccccn2)N2CCN(c3ccccc3)CC2)cc1 (configuration not stated)	-3.2%	-0.1%	9%	-1%	4%	1.0%	18%	-5%	4%
CCn1c(O)c(/C=C2\C=Nc3ccccc32)sc1=Nc1ccccc1	0.6%	-0.1%	18%	-5%	8%	1.8%	16%	13%	-3%
COc1ccccc1C(=O)N1CC(=O)Nc2ccc(F)cc2C1c1ccccc1 (configuration not stated)	0.7%	0.0%	1%	13%	-4%	5.8%	-12%	-3%	-4%
O=c1c2ccccc2nc2n1C(CBr)CN2 (configuration not stated)	0.8%	0.0%	9%	9%	9%	7.4%	29%	0%	0%
COc1ccccc1OCc1ccc(C(=O)NN)cc1	-2.3%	-0.1%	4%	-9%	-17%	-1.7%	19%	-10%	-4%
O=C(NC(Cc1ccccc1)C(=O)O)/C(=C/c1ccco1)NC(=O)c1cccc(Br)c1 (configuration not stated)	48%	-0.2%	-1%	-5%	-2%	2.5%	6%	-26%	7%
Cc1nnc(SCC(=O)N2CCN(S(=O)(=O)c3ccc(Cl)cc3)CC2)n(N)c1=O	-1.4%	0.2%	7%	9%	12%	.	-13%	-10%	-1%
Cc1cccnc1CCNC(=O)c1ccc(OC2CCN(Cc3ccccn3)CC2)cc1	1.6%	-0.1%	4%	32%	19%	-4.2%	22%	5%	-3%
CC(CNC(=O)c1ccc(OC2CCN(Cc3ccccn3)CC2)cc1)Oc1cccnc1 (configuration not stated)	0.1%	-0.1%	6%	4%	5%	-2.3%	-8%	-45%	4%
N#C/C(=C\c1ccc(C#N)cc1)C(=O)c1ccccc1	3.5%	0.6%	2%	25%	0%	3.4%	1%	-1%	4%
Cc1cc(Cl)ccc1C(=O)C1CCCN(C(=O)c2snnc2C)C1 (configuration not stated)	-1.3%	0.6%	11%	13%	17%	1.3%	-6%	10%	-10%
COc1cc(/C=C2\OC(=O)c3c(OC)cccc32)ccc1O	-3.0%	-0.1%	-3%	52%	2%	-3.1%	6%	-32%	-12%
Nc1c(C(=O)Nc2ccc(Cl)cc2)oc2ccccc12	-2.9%	0.2%	6%	2%	-3%	13%	-10%	-55%	-2%
CN(C)c1ccc(C(=O)N2CC(=O)N(CCc3ccccc3)C(=O)C2)cc1	0.5%	0.0%	2%	9%	23%	-1.0%	-10%	-10%	1%
COc1ccc(C2/C=C\CN(S(=O)(=O)c3cccc4cccnc34)CC(=O)N2Cc2ccc(F)cc2)cc1 (configuration not stated)	-0.9%	-0.1%	-10%	14%	-6%	0.3%	8%	-9%	9%
O=C(Nc1ccccc1)O[C@@H]1C[C@H]2CCC(=O)N3CC[C@@H](C1)[C@@H]23	1.0%	-0.3%	6%	6%	7%	6.4%	-30%[20 µM]	-18%	-4%
Cc1ccc(S(=O)(=O)c2nnn3c2nc(Nc2cccc(C)c2)c2ccccc23)cc1	0.2%	-0.2%	1%	20%	-2%	0.1%	-36%	-14%	5%
CC1C/C(=N\NC(=S)NC(C)C)CC(C)(C)C1 (configuration not stated)	-2.8%	0.0%	7%	-19%	9%	0.3%	-21%	3%	6%
CN1C(=O)c2ccccc2C(C(=O)O)C1c1cccc([N+](=O)[O-])c1 (configuration not stated)	-1.4%	0.6%	12%	1%	-13%	1.8%	0%	-8%	2%

An excerpt. The share of hits here may be higher or lower than overall.
